Bioassay records from PubChem.
Tau fibril ThT = inhibitors of human tau fibril formation, thioflavin T binding | P10636 | recombinant tau K18 P301L (four-repeat tau fragment), heparin-induced fibrillization, ThT fluorescence | Potency, µM (top dose mostly 57.4 µM), for inactives: top-dose activity, negative = inhibition, usual class: inhibitors | 270,000 compounds, 2.1% hits; also: nearly all actives have a fitted effect of over 55% in size
Target sequence (P10636 561-689 P618L limits assumed): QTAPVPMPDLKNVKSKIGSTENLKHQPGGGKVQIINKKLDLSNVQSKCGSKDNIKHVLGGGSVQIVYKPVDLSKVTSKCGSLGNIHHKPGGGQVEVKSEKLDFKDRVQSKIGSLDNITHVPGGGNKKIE
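Heparin-induced fibrillization of the P301L-mutant K18 repeat-domain fragment of human tau was followed by ThT binding in quantitative high-throughput format.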
JMJD2E inh = inhibitors of human JMJD2E histone demethylase | JMJD2E catalytic domain, FDH-coupled NADH fluorescence (FDH is formaldehyde dehydrogenase) | 230,000 compounds, 1.6% hits | Potency, µM (top dose mostly 57.1 µM), inactives show top-dose activity change, negative = inhibition, hits mostly inhibitors | AID 2147; active = well fitted inhibition curve with a large enough effect, not every such curve was filed as active; inconclusive = small, poorly fitted or top-dose-only effect, or another doubt; inactive = no such curve, though single readings can be large or run the other way;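 also: 0% = wells with enzyme and -100% = buffer wells without enzyme; nearly all actives have a fitted effect of over 50% in size; many of its hits are not listed in these tables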
TR SRC2 fluor cs = alters Texas Red total fluorescence, flagging assay interference; TRb/SRC2 Texas Red total fluorescence interference; AID 1479; Potency, µM (titrated, usually from 106 µM), for inactives: at the highest dose fluorescence change, negative = quenching; 280,000 compounds, 0.29% hits; active = well fitted curve in either direction with a large enough effect; inconclusive = small, poorly fitted or top-dose-only effect
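Human TRb ligand-binding domain at 0.6 uM with 20 nM Texas Red SRC2 peptide in Tris buffer containing 1 uM T3 and 5% DMSO, incubated with compound 5 h at ambient temperature. Total fluorescence (555/632 nm) calculated as parallel + 2 × perpendicular.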
Tau FP inhib = blocks human tau fibril formation measured by polarization; AID 1468; P10636; 280,000 compounds, 0.39% hits; K18 P301L tau heparin fibrillization, Alexa594 FP, 6 h; Potency, µM (series often up to 57.7 µM), for the others: at the highest dose activity, negative = inhibition, most hits filed as inhibitors; also: nearly all actives have a fitted effect of over 55% in size
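Recombinant K18 P301L […], labeled with Alexa 594 at 0.24 uM over 15 uM unlabeled; heparin inducer 20 uM final; 37 C, 6 hr; FP endpoint.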
GoLoco inh red = blocks human Gai1 binding to RGS12 GoLoco peptide, red readout | Gai1:RGS12 GoLoco peptide FP, rhodamine, 10 min | Potency, µM (titrated, usually from 61.6 µM), without a hit: at the top dose activity, negative = inhibition, most hits filed as inhibitors | 230,000 compounds, 0.44% hits | AID 880; active = well fitted inhibition curve with a large enough effect, not every such curve was filed as active; inactive = no such curve, though single readings can be large or run the other way; also: nearly all actives have a fitted effect of over 30% in size; many of its hits are not listed in these tables
L3MBTL1 block = inhibitors of human L3MBTL1; AlphaScreen L3MBTL1–H3K9me1 peptide binding; Potency, µM (top dose mostly 57.1 µM), for the others: at the top dose activity, negative = inhibition, usual class: inhibitors; 230,000 compounds, 0.66% hits; also: nearly all actives have a fitted effect of over 60% in size
Target sequence (Q9Y468 whole entry, looked up): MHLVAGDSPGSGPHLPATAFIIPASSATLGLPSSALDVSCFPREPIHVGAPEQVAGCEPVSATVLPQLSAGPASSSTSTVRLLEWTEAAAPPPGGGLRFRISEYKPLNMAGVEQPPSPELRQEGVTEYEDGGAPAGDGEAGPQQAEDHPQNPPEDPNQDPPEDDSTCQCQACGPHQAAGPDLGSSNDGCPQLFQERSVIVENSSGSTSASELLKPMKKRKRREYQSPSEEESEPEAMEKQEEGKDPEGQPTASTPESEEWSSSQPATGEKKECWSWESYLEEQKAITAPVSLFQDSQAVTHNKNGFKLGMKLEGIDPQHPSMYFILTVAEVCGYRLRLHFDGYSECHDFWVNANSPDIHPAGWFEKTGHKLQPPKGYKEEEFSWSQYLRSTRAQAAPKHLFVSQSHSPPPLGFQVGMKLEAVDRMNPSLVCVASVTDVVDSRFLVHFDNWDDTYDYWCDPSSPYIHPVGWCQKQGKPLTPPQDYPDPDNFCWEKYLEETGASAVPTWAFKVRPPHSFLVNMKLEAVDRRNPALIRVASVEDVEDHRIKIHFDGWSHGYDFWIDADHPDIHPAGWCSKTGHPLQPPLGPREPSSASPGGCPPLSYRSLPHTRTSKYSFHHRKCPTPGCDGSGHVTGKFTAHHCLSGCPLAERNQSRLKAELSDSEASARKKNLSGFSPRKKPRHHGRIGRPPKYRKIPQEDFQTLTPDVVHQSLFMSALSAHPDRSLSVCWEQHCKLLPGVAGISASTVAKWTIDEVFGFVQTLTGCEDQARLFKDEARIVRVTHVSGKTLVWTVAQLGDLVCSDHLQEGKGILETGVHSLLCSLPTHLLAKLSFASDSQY
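L3MBTL1 (50 nM) pre-complexed 30 min with biotinylated H3(1-15)K9me1 peptide (75 nM), then compounds added for 30 min at room temperature; AlphaScreen streptavidin donor/nickel chelate acceptor beads (10 ug/mL final) read after 30 min dark incubation.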
RECQ1 inh = blocks DNA unwinding by human RECQ1 | P46063 | RECQ1 DNA unwinding, red fluorescence kinetic read | Potency, µM (series often up to 57.3 µM), for inactives: at the top dose activity, negative = inhibition, hits mostly inhibitors | 240,000 compounds, 0.54% hits | AID 2549;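 also: plate controls were vehicle for no effect and no enzyme for full effect; nearly all actives have a fitted effect of over 30% in size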
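RECQ1T1 50 nM; forked duplex (20 bp + 30-nt ss tails) 200 nM, ATP 2 mM final; pH 8.0, 2 mM MgCl2, 2.5 ug/ml poly(dI-dC); 15 min compound preincubation; discontinuous kinetic read over 2 h at RT.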
TRb SRC2 PPI = inhibitors of human thyroid hormone receptor beta-SRC2 interaction; P10828; TRbeta-SRC2 peptide binding, fluorescence polarization; receptor liganded with 1 µM T3; Potency, µM (top dose mostly 106 µM), for the others: top-dose activity change, negative = inhibition, usual class: inhibitors; 280,000 compounds, 0.065% hits;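 also: plate controls were bound peptide for no effect and peptide without receptor for full effect; nearly all actives have a fitted effect of over 50% in size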
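Assay buffer: 20 mM Tris-HCl, 100 mM NaCl, 10% glycerol, 1 mM EDTA, 0.01% NP-40, 1 mM DTT, 1 uM T3, 5% DMSO; TRb LBD 0.6 uM, Texas Red SRC2 20 nM; FP after 5 hr.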
* = called active by the depositor; i = inactive; ? = inconclusive; nt = no result given; [ ] = remark or other dose. Unless noted, calls follow the shape of the dose curve; as a rule, active = well fitted curve in the direction sought with a large enough effect; inconclusive = small, poorly fitted or top-dose-only effect, or another doubt; inactive = no such curve, though single readings can be large; an effect the other way counts as inactive or inconclusive. Unless noted, % is scaled to controls: 0 for no effect and ±100 for the full control effect; potency is read from the fitted curve at half-maximal effect. Only part of the results is shown, so the mix of outcomes need not match the whole.

SMILES	Tau fibril ThT	JMJD2E inh	TR SRC2 fluor cs	Tau FP inhib	GoLoco inh red	L3MBTL1 block	RECQ1 inh	TRb SRC2 PPI
CCOC(=O)N/N=C\c1ccc([N+](=O)[O-])s1	?	-15%	-3%	-4%	4%	nt	-8%	1%
CC/C(=N\Nc1ccc([N+](=O)[O-])cc1)c1ccccc1	2µM*	-7%	0%	-10%	2%	7%	-6%	-14%
O=C(CN1C(=O)NC2(CCCc3ccccc32)C1=O)Nc1cccc(S(=O)(=O)N2CCCCC2)c1 (stereo unspecified)	-5%	4%	1%	-11%	10%	-13%	-7%	12%
Cc1cc(C)n(-c2nnc(C)n2/N=C/c2ccccc2OCc2ccccc2Cl)n1	-19%	-3%	-3%	-4%	2%	-5%	i	-9%
O=C(OCC(=O)N1CCN(C(=O)c2ccco2)CC1)c1ccccc1OCc1ccccc1	-15%	-5%	-1%	2%	1%	-5%	1%	0%
O=C(Nc1ccncc1)C1CCCN(S(=O)(=O)c2cccc3cccnc23)C1 (stereo unspecified)	-9%	3%	-1%	-8%	6%	-5%	i	2%
CN(NC(=O)Nc1ccc(Cl)cc1)c1c(Cl)c(Cl)nn1C	1%	-1%	4%	3%	-13%	-7%	-1%	7%
Cc1cc(C)c(C(N)=O)c(Cl)n1	1%	3%	-2%	4%	-16%	-1%	1%	-8%
C=CCSc1nc2c(c(=N)n1CC=C)C1CCCC1S2 (stereo unspecified)	-2%	3%	2%	0%	6%	nt	-4%	6%
O=C(N/N=C/c1c[nH]c2ccccc12)c1ccc2c(c1)OCCO2	?	-13%	-4%	5%	3%	-2%	-15%	-7%
CCCCN1Cc2c(nc3cc(-c4ccccc4)[nH]n3c2=O)C1=O	-20%	?	-8%	0%	0%	-3%	-13%	6%
Cc1ccc(S(=O)(=O)c2nnn3c2nc(Nc2ccc(C(C)C)cc2)c2sccc23)cc1C	16%	nt	-1%	13µM*	nt	nt	nt	7%
COc1ccc(-c2nn(-c3ccccc3F)cc2CNCCn2nc(C)cc2C)cc1	0%	-6%	0%[53 µM]	6%	0%	-5%	i	5%[53 µM]
COC(=O)[C@H](CCSC)NC(=O)Nc1ccc(OC)c(Cl)c1	-6%	0%	0%	4%	7%	-4%	-4%	13%
O=C1COCCOCCOCC(=O)NCCN1	-7%	8%	4%	-6%	0%	-2%	i	4%
Cc1ccc(C(=O)Nc2cc(-c3cn4cccnc4n3)ccc2C)cc1C	5%	nt	-2%	0%	nt	nt	nt	1%
COc1ccccc1N1CCN(S(=O)(=O)CCNC(=O)c2cc(=O)c3ccccc3o2)CC1	3%	nt	-2%	-9%	nt	nt	nt	-3%
S=C(NCCc1cnc[nH]1)NC1CCCC1	0%	4%	-4%	0%	13%	4%	4%	-3%
COc1ccc(-c2c(C)c3ccc(OCC(C)=O)cc3oc2=O)cc1	?	?	0%	1%	10%	nt	i	8%
CCOc1ccc(OCC)c(S(=O)(=O)N2CCN(c3cccc(C)c3C)CC2)c1	-9%	nt	2%	-8%	nt	nt	nt	3%
Cc1cc(NC(=O)CCC(=O)N(c2cccnc2)C(C(=O)NC2CCCC2)c2ccccc2F)no1 (stereo unspecified)	-8%	0%	-3%	-4%	-5%	1%	-7%	-9%
Cn1c(=O)c2c(nc(NC3CCCCC3)n2Cc2ccccc2)n(C)c1=O	-3%	4%	2%	9%	0%	21%	i	3%
CCOC(=O)COc1c(OC)cc(Cl)cc1C1NC(=O)NC(C)=C1C(C)=O (stereo unspecified)	-8%	7%	-1%	-7%	3%	nt	-7%	-4%
CC(/C=N/NC(=O)c1sc(N)nc1C)=C\c1ccccc1	-7%	?	-6%	-5%	-1%	-2%	-11%	-6%
CCc1ccc(NC(=O)c2ccc(NS(=O)(=O)c3c(C)noc3C)cc2)cc1	-4%	nt	0%	?	nt	nt	nt	-1%
O=C(OCn1nnc2ccccc2c1=O)c1ccc(S(=O)(=O)N2CCOCC2)cc1	-3%	1%	-4%	5%	-12%	nt	-7%	9%
COc1cc(C2CC(=O)Oc3cc(C)c(Br)c(C)c32)cc(OC)c1OC (stereo unspecified)	-26%[81.4 µM]	nt	3%	11%[81.3 µM]	3%	0%	-16%[81.1 µM]	6%
CCC(c1nnnn1CCC(C)C)N1CCC(C(N)=O)CC1 (stereo unspecified)	2%	4%	-1%	-2%	nt	3%	-5%	-7%
COc1ccc(C(=O)Nc2ccccc2NC(=O)c2ccco2)c(OC)c1	-13%	-7%	0%	1%	3%	6%	5%	3%
CC(OC(=O)c1ccc2ncsc2c1)C(=O)NCc1ccccc1 (stereo unspecified)	-1%	-13%	-2%	-2%	nt	3%	-8%	0%
CCCc1cc(NCCCCO)n2c(nc3ccccc32)c1C#N	-12%	?	-6%	6%	0%	1%	12%	2%
CCOc1ccc2c(c1)OC(c1ccc(C)cc1)(C(F)(F)F)NC2=O (stereo unspecified)	0%	-3%	-2%	-3%	-24%	-5%	-5%	-5%
Cc1ccc(NC(=O)CSc2ccccc2NC(=O)c2cccc(Cl)c2)cc1Cl	4%	-2%	-4%	-4%	13%	4%	-8%	12%
COc1cc2nc(CC(C)C)n(NC(=O)c3ccccc3)c(=O)c2cc1OC	-4%	-22%	-1%	7%	4%	nt	2%	-2%
COc1cccc(C(c2sc3nc(C)nn3c2O)N2CCN(C(=O)c3ccco3)CC2)c1 (stereo unspecified)	-14%	13%	-1%	-5%	8%	-8%	-15%	5%
NC(=O)[C@H](Cc1cc2ccccc2s1)NC(=O)[C@@H]1CC2(CC(c3cccc(NC(=O)[C@@H]4CCC(=O)N4)c3)=NO2)CN1C(=O)c1ccccc1 (stereo partly specified)	14%	-3%	-4%	12%	-6%	-3%	-4%	0%
O=C1CC(C2CCCO2)C(=O)N1Cc1ccccc1 (stereo unspecified)	-6%	2%	-1%	-2%	-6%	-2%	-8%	13%
C=C[C@H](C)[C@](C)(O)c1ccccc1	5%	1%	0%	-3%	3%	nt	-1%	0%
CC(=O)Nc1ccc(NC(=O)c2cc(=O)c3ccccc3o2)cc1	?	nt	-2%	-11%	nt	nt	nt	9%
Cc1cc(C(F)(F)F)nn1CC(=O)NNC(=S)Nc1ccc(F)cc1	-1%	-1%	-2%	-2%	7%	nt	1%	-5%
COc1ccccc1Nc1nc(-c2cccc(N3C(=O)c4ccccc4C3=O)c2)cs1	?	3%	-17%	7%	-1%	-4%	-3%	8%
CC(C)c1ccccc1NC(=S)N(C)C	-10%	1%	-2%	-2%	0%	12%	i	-6%
O=C(CCCN1CCC(C(=O)c2ccc(F)cc2)CC1)c1ccc(F)cc1	nt	nt	-1%	nt	4%	1%	nt	0%
CCOc1ccccc1N(C)C(=O)c1c2c(nc3ccccc13)C(=O)N(C1CCCCC1)C2	-10%	nt	-4%	6%	nt	nt	nt	1%
O=C(NC(Nc1nc2ccc([N+](=O)[O-])cc2s1)(C(F)(F)F)C(F)(F)F)c1ccccc1	-15%	0%	-3%	9%	1%	nt	i	-4%
Cc1ccc(CSc2nc3ccsc3c(=O)n2Cc2ccccn2)cc1	-3%	-1%	0%	-3%	7%	-4%	-20%	-2%
c1cnn(Cc2cnc(N3CCOCC3)s2)c1	6%	0%	-2%	7%	16%	-10%	22%	0%
Cc1cc(C)c(NC(=O)c2cnn(C)c2)c(C)c1	0%	-2%	0%	0%	6%	-18%	i	-2%
COCCOc1cc(NC(=O)CS(=O)CC(=O)N(C)C)c(Cl)cc1Cl (stereo unspecified)	-9%	-3%	-2%	-2%	2%	7%	-2%	-2%
COC(=O)C1=C(C(=O)OC)[C@@H]2N(C)c3ccc(OC)cc3[C@@]23C[C@@H](C(=O)OC)N(C(=O)C2CCC2)C3=N1	3%[11.5 µM]	3%[11.4 µM]	2%[11.2 µM]	2%[11.6 µM]	-5%[14.2 µM]	nt	-8%[11.5 µM]	6%[11.2 µM]
Other entries:
SMILES	Tau fibril ThT	JMJD2E inh	TR SRC2 fluor cs	Tau FP inhib	GoLoco inh red	L3MBTL1 block	RECQ1 inh	TRb SRC2 PPI
COc1ccc(C(C(=O)NC(C)(C)C)N(C(=O)CNC(=O)c2cccs2)c2ccc(C)cc2)cc1OC (stereo unspecified)	-14%	12%	-6%	1%	-3%	-6%	-11%	3%
Cn1c(CCC(=O)OCC(=O)NCc2ccc3c(c2)OCO3)nc(=O)c2ccccc21	6%	-8%	-5%	8%	-2%	7%	-2%	-7%
CC(C(=O)Nc1cccnc1)C1Sc2ccccc2NC1=O (stereo unspecified)	?	-14%	2%	-3%	-3%	-5%	4%	1%
Cc1ccccc1CCN(C(=O)CN1C(=O)c2ccccc2S1(=O)=O)C(C(=O)NCC1CCCO1)c1ccncc1 (stereo unspecified)	1%	1%	-5%	6%	6%	4%	-3%	1%
Cc1ccc(-c2nn(C)c(=O)c3ccccc23)cc1CO	-10%	-2%	-3%	-2%	-5%	7%	0%	-8%
CC[C@H]1OC(=O)[C@H](C)[C@@H](O[C@H]2C[C@@](C)(OC)[C@@H](O)[C@H](C)O2)[C@H](C)[C@@H](O[C@@H]2O[C@H](C)C[C@H](N(C)C)[C@H]2O)[C@](C)(O)C[C@@H](C)[C@@H]2N[C@@H](COCCOC)O[C@H]([C@H]2C)[C@]1(C)O	-7%	57%[activator]	-3%	-7%	11%	-8%	-2%	0%

Full records as entered above.
Shown for `Cn1c(CCC(=O)OCC(=O)NCc2ccc3c(c2)OCO3)nc(=O)c2ccccc21` → Tau fibril ThT: 6%; JMJD2E inh: -8%; TR SRC2 fluor cs: -5%; Tau FP inhib: 8%; GoLoco inh red: -2%; L3MBTL1 block: 7%; RECQ1 inh: -2%; TRb SRC2 PPI: -7%
Shown for `Cc1ccccc1CCN(C(=O)CN1C(=O)c2ccccc2S1(=O)=O)C(C(=O)NCC1CCCO1)c1ccncc1` (stereo unspecified) → Tau fibril ThT: 1%; JMJD2E inh: 1%; TR SRC2 fluor cs: -5%; Tau FP inhib: 6%; GoLoco inh red: 6%; L3MBTL1 block: 4%; RECQ1 inh: -3%; TRb SRC2 PPI: 1%
